RAD54 branch: inhibitors of human RAD54 branch migration; inhibition, % at 10.4 µM; 0.14% of 360,000 active; RAD54 Holliday junction branch migration, FAM/BHQ fluorescence;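 active = mean normalized replicate activity at least 40 and at least half of replicates scoring 40 or more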;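 also: 0% = median of neutral control wells and 100% = median of positive control wells; inhibitors cause a drop in the FAM fluorescence signal; in these data hits start at about 50%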
Target sequence (Q92698 whole entry, looked up): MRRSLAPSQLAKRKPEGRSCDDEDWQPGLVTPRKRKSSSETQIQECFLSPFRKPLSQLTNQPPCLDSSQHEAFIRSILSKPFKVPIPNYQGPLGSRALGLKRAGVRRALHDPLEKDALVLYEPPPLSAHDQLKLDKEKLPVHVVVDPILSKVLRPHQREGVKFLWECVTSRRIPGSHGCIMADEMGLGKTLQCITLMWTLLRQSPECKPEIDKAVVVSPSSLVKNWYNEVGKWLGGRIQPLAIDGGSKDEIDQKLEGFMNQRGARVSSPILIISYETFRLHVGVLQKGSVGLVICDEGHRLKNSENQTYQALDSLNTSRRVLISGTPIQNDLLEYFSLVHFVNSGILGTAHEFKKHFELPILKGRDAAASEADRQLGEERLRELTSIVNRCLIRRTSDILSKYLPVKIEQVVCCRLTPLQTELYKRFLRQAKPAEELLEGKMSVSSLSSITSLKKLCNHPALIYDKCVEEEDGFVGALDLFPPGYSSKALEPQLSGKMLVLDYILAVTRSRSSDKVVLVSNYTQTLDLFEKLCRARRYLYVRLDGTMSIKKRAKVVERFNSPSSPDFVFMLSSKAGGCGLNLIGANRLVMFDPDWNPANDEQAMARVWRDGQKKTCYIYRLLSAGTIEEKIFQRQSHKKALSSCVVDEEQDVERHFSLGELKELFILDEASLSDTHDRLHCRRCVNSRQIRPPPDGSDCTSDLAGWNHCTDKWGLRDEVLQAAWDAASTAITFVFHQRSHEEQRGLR
esBAF inh: blocks esBAF chromatin remodeling in mouse ES cells | Bmi1-luciferase knock-in reporter, 24 h; 100% = twice the neutral-well signal | reporter increase, % at 12.5 µM | 2% of 350,000 active | AID 602393; in the data active = activation above about 40%;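 also: 0% = median of the plate's neutral control wells and 100% = double that signal; a rise in the Bmi1 reporter signal indicates esBAF inhibition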
An asterisk follows results filed as active. An excerpt; the hit share may differ from the screen's.

Structure | RAD54 branch | esBAF inh
O=C(NC(Cc1ccccc1)c1ccc2c(c1)OCCCO2)c1ccccc1F (centres undefined) | 6 | 12
Cc1ccc(NCCC(=O)c2ccc(Br)cc2)cc1 | -3 | 30
O=C(NCCCn1ccnc1)c1cc(C(=O)C2CC2)c[nH]1 | 1 | -10
COCc1[nH]nc2c1C(c1ccc(OC)cc1)C(C#N)=C(N)O2 (centres undefined) | -7 | -5
Cc1cc(=O)[nH]c(N2CCN(C(c3ccccc3)c3ccccc3)CC2)n1 | -9 | 0
O=C(Nc1ccc(/C=C/c2nc3ccccc3o2)cc1)c1ccc(F)cc1 | 6 | 26
COc1cccc(N(C(=O)c2cccs2)c2nc3ccccc3s2)c1 | -10 | 59*
CCCCNC(=O)c1sc(=S)n2c1[nH]c(=O)c1ccc(C(=O)NCCc3ccc(OC)c(OC)c3)cc12 | 10 | 3
COc1ccccc1-c1cc(C(=O)NCCCn2ccnc2)no1 | 17 | 0
CCOc1ccccc1NC(=O)C1CCN(C(=O)NCc2ccccc2)CC1 | -5 | 2
CC(C)(C)C1=Nn2c(nnc2-c2ccco2)SC1 | -18 | -7
CC/C(=C\C(=O)c1cccnc1)Nc1ccc(C)c(C)c1 | -5 | 1
CC(Sc1ccccc1)C(=O)Nc1ccccc1C(=O)N1CCOCC1 (centres undefined) | -2 | 11
N#Cc1nc(-c2ccco2)oc1N1CCN(c2cccc(Cl)c2)CC1 | 6 | -4
Clc1ccc(N2CCN(c3ncnc4c3oc3ccccc34)CC2)cc1 | -2 | 4

Records above marked active in esBAF inh:
compound	esBAF inh
COc1cccc(N(C(=O)c2cccs2)c2nc3ccccc3s2)c1	59*

Further entries follow:
Structure | RAD54 branch | esBAF inh
COc1ccccc1NC1=NC2(CCCC2)N=C(N)N1 | 4 | -3
CC(=O)NS(=O)(=O)c1ccc(NC(=S)NC(=O)c2ccco2)cc1 | -3 | -6
Cc1cnc(C(=O)Nc2ccccc2-c2ccc(C)o2)cn1 | -2 | -7
O=C(CSc1nnc(-c2ccco2)o1)NC1CC2CCC1C2 (centres undefined) | -2 | 9
O=C(NNC(=S)Nc1ccccc1)c1ccco1 | -13 | 14
CCCCN1C(=O)C2NN=C(C(=O)OCC)C2C1=O (centres undefined) | -1 | 4
COc1ccc(-c2cnc(SCC(=O)Nc3nc(C(C)(C)C)cs3)n2Cc2ccco2)cc1 | -1 | 8
O=C(Nc1ccc2c(c1)OCCO2)C1CCC1 | -7 | 9
C#CCOCCOCCOCCNc1nc(N2CCN(C(=O)[C@H](CCC(=O)O)n3cc(C(N)CC(C)C)nn3)CC2)nc(N2CCN(C(=O)[C@H](CCC(=O)O)n3cc(C(N)[C@H](C)CC)nn3)CC2)n1 (some centres undefined) | -2 | -6
CCN1CCN(c2cc(-c3ccccc3)nc3cc(-c4cccc(F)c4)nn23)CC1 | 15 | -5
CCc1cccc2c(C#N)cn(CCOc3ccccc3OC)c12 | 4 | 4
CCN(CC)CC(=O)Nc1nc(-c2ccc(Cl)cc2)cs1 | 3 | 12
COc1ccc(-c2nc3c(c(=O)[nH]c(=O)n3Cc3ccccc3)n2Cc2ccccc2)cc1 | 0 | 8
CCOc1ccccc1C(=O)N1CCOCC1 | 4 | -9
CCC(Sc1nc2n[nH]c(C)c2c(=N)n1-c1ccc(C)c(Cl)c1)C(=O)N1CCOCC1 (centres undefined) | 3 | 3

Compound profiles, from the list above.
Shown for CCOc1ccccc1C(=O)N1CCOCC1 = RAD54 branch = 4; esBAF inh = -9
Shown for Cc1ccc(NCCC(=O)c2ccc(Br)cc2)cc1 = RAD54 branch = -3; esBAF inh = 30

More compounds follow:
Structure | RAD54 branch | esBAF inh
O=C(C1CCCO1)N1CCN(Cc2nc3ccccc3c(=O)[nH]2)CC1 (centres undefined) | -7 | -4
CCOC(=O)c1ccc(NC2OC(=O)c3ccccc32)cc1 (centres undefined) | 1 | 7
COc1ccc(CS(=O)(=O)/C(Cl)=C(/Cl)C(=O)Nc2ccc(OC)nc2)cc1 | 3 | -13
OCC12COC(c3ccccc3)N1C(c1ccccc1)OC2 (centres undefined) | -12 | -4
O=C(NNc1cccc(Cl)n1)c1c(Cl)cccc1Cl | -2 | -5
O=C(NCc1ccc(N2CCCC2=O)cc1)NC1CCCCC1 | -5 | -3
CCOC(=O)N1CCC(Nc2c(NCCCOC)c(=O)c2=O)CC1 | 2 | -1
Cc1c(C#N)c(N=CN(C)C)c(C(=O)c2ccccc2)n1-c1ccccc1 | -9 | 0
CCOc1ccc(-c2nnc(-c3cccs3)o2)cc1 | -4 | -43
Cc1ccc(-c2cc(C)nc3nc(N)nn23)cc1 | -4 | 14
CCN(CCC(=O)Nc1ccc(Br)c(C)c1)Cc1ccccc1 | 5 | -11
O=C(Cc1cccc2ccccc12)Nc1ccc(-c2cc3ccccc3oc2=O)cc1 | 7 | 1
Cc1nc2ccccc2cc1OCc1ccc(F)cc1 | 3 | 6
O=S(=O)(NCc1cccnc1)c1cccs1 | -1 | 3
COc1cccc(NC(=O)COc2ccc(C)cc2)c1 | -9 | -4

3 entries already listed, arranged by SMILES length, descending.
Structure | RAD54 branch | esBAF inh
O=C(C1CCCO1)N1CCN(Cc2nc3ccccc3c(=O)[nH]2)CC1 (centres undefined) | -7 | -4
CCN(CCC(=O)Nc1ccc(Br)c(C)c1)Cc1ccccc1 | 5 | -11
Cc1ccc(-c2cc(C)nc3nc(N)nn23)cc1 | -4 | 14

Additional entries
Structure | RAD54 branch | esBAF inh
CCCN(CCC)CCCNS(=O)(=O)c1ccc2c(c1)oc(=O)n2C | 3 | 9
Cc1cc(C)n(-c2ccc(C(=O)Nc3nnc(C4CC4)s3)cc2)n1 | 3 | 5
NC(=O)C1CCN(C(=O)c2ccc(-c3ccccc3)cc2)CC1 | -10 | 1
CN(C)C=NCCn1c(N2CCOCC2)nc2c1c(=O)n(C)c(=O)n2C | 1 | -3
CCC(C)(C)NC(=O)c1cc(OC)c(OC)cc1[N+](=O)[O-] | 3 | -3
CCc1nc(NCc2cccnc2)c2oc3ccccc3c2n1 | -6 | -8
Cc1ccc(S(=O)(=O)NCCN2CCOCC2)cc1 | -1 | 6
O=C(c1cc2ccccc2c(=O)o1)N1CCc2ccccc2C1 | -3 | 9
CN(C)/C=N/C(=S)Nc1ccc(Br)cc1F | -2 | 36
CCSC1(SCC)N=C(N)C2(C#N)C(c3ccc(OC)c(OC)c3OC)C12C#N (centres undefined) | -3 | -8
COc1cc(C)nc(Oc2ccc(/C=N/O)cc2)n1 | -1 | -3
CCOc1cc(/C=C2/C(=O)ON=C2C)ccc1OCc1ccc(F)cc1 | -3 | -8
COc1ccc(Cl)cc1NC(=O)CCNC(=O)Cn1ccc2ccccc2c1=O | -9 | 6
O=C1c2ccccc2S(=O)(=O)N1Cc1cccc(S(=O)(=O)N2CCOCC2)c1 | 0 | -6
CCCCCCCCOC(=O)C1=C(C)Nc2nnnn2C1c1cccs1 (centres undefined) | -11 | 5

(list continues)
Structure | RAD54 branch | esBAF inh
Cc1cc(-c2cccs2)c2c(n1)sc1c(=O)[nH]c(=O)[nH]c12 | 12 | 0
N#Cc1nc(COc2ccccc2Cl)oc1NCc1cccnc1 | 10 | 7
N#Cc1c2n(c(=S)n(-c3ccccn3)c1=O)CCCCC2 | 3 | 4
CCn1c(SCC(=O)c2cccs2)nnc1-c1cccs1 | -3 | 38
Cc1cc(C)n2cc(CSc3nnnn3-c3ccccc3)nc2n1 | 4 | -4
CCOCCCn1c(=N)c(C(=O)NCCN2CCOCC2)cc2c(=O)n3cccc(C)c3nc21 | 69* | -4
O=C(CN1C(=O)C2C3C=CC(C3)C2C1=O)NCc1ccco1 (centres undefined) | -9 | -4
N#CCC1c2ccccc2CCN1C(=O)Nc1ccc(Cl)cc1 (centres undefined) | 4 | 1
COc1cc(OC)cc(C(C(=O)NCc2ccccc2)N(Cc2ccco2)C(=O)c2ccno2)c1 (centres undefined) | -8 | 5
COc1ccc(CNC(=O)Nc2ccc(C)cc2)cc1 | 9 | 55*
CCc1nc(-c2ccccc2O)n(-c2ccccc2)n1 | 1 | -2
CCN(CC)C(=O)CSc1nnc(-c2cnccn2)n1-c1ccccc1 | -4 | -7
O=C(CN1CCN(c2ccccc2)CC1)N1CCc2[nH]c3ccccc3c2C1 | -13 | 8
O=C(Nc1ccc(Cl)c(C(F)(F)F)c1)NC1CC2CCCC(C1)N2C1CC1 (centres undefined) | 0 | 1
CCOC(=O)c1cc(NC(=O)N(CC)CC)c(C)nc1C | 5 | -3

(next part)
Structure | RAD54 branch | esBAF inh
COCCNc1cc(C)c(C#N)c2nc3ccccc3n12 | -4 | 13
Cn1c(CCNC(=O)c2ccco2)nc2cc(NC(=O)NC3CCCCC3)ccc21 | 6 | 19
CCOC(=O)c1nc(C)n(-c2ccc(Cl)cc2)n1 | 6 | 8
Cc1ccccc1Nc1nnc(SCC(=O)NCc2ccco2)s1 | 5 | -6
CN1CCc2nc(SCc3ccc(C(C)(C)C)cc3)c(C#N)cc2C1 | -12 | -8
Cc1cc(C)n(C(=O)c2c([N+](=O)[O-])c(C)nn2C)n1 | -1 | -9
Cn1c(SCC(=O)c2ccccc2)nnc1-c1ccco1 | 5 | 34
Cc1ccc(C)c(NC(=O)c2ccc3ccccc3n2)c1 | -5 | 6
COc1ccc(OC)c(C2N(c3cc(C)on3)C(=O)C3CCCN32)c1 (centres undefined) | -13 | -4
COc1ccc(N2CCN(Cc3cc(=O)oc4cc(C)c(Cl)cc34)CC2)cc1 | 6 | 9
Fc1cccc(Cn2ccc(-c3ccc4c(c3)OCO4)n2)c1 | -10 | 64*
Cc1cc(NC(=O)C(C)C)ncc1NC(=O)c1cccc(F)c1 | -4 | -4
O=c1c2c3c(sc2nc2sc(CN4CCOCC4)cn12)CCCC3 | -4 | -6
Cc1nc2ncnn2c(C)c1CCC(=O)NCc1ccco1 | 8 | -5
CCN(CC)c1nc(C)nc2c1cnn2CCc1ccccc1 | 2 | 80*

Continued.
Structure | RAD54 branch | esBAF inh
COc1ccc2[nH]cc(C(O)CN3CCC(C(N)=O)CC3)c2c1 (centres undefined) | 2 | 0
COc1ccc(C(=O)COC(=O)CN2C(=O)C3C4C=CC(C4)C3C2=O)cc1 (centres undefined) | -10 | -9
CCc1nc(C)cn1S(=O)(=O)c1cc(C)c(OC)c(C)c1C | -3 | -8
O=C(O)COc1ccc(/C=N/NC(=O)c2ccccc2Br)cc1 | 0 | 8
O=c1c2ccccc2c(-c2ccccc2)nn1-c1ccc(Cl)c(Cl)c1 | -6 | -1
Cc1nc2ccccc2n1CC(=O)NCCN1CCCC1 | -17 | 0
CCSc1nc(C(F)(F)F)cc(=O)n1-c1ccccc1 | 8 | 0
O=C(Nc1nc2ccccc2[nH]1)c1ccccc1F | -19 | -80
Cc1ccc(-c2csc3nnc(SCC(=O)NCc4ccco4)n23)cc1 | -1 | -6
COC(=O)c1sccc1-n1cccc1C(=O)NCc1ccccc1 | 1 | -5
Cc1ccccc1C(=O)Nc1ccc(Cl)cn1 | 7 | 25
O=C(O)c1cccc(NC(=S)NC(=O)C(c2ccccc2)c2ccccc2)c1 | -3 | 4
COc1ccc(Nc2cc(=O)n(C3CCCCC3)c(=O)[nH]2)c(OC)c1 | -1 | 10
Cc1ccc(S(=O)(=O)N2C(=O)CCC2C(=O)NCc2ccco2)cc1 (centres undefined) | 7 | 7
COc1ccc2[nH]c(=O)c(-c3noc(-c4ccc(F)cc4)n3)cc2c1 | -20 | 28

The results go on.
Structure | RAD54 branch | esBAF inh
Cc1ccc(C2OCC3(CO)COC(c4ccc(C)cc4)N23)cc1 (centres undefined) | 0 | -8
O=C(CCCc1c[nH]c2ccccc12)N1CCOCC1 | 4 | 25
CCN(CC)CCOC(=O)C12CC3CC(CC(C3)C1)C2 | 3 | -1
N=C1C(c2nc(-c3ccc(Cl)cc3)cs2)=C(O)CN1CCCN1CCOCC1 | -3 | 5
Clc1ccc(OCCSc2ncccn2)c2ccccc12 | 2 | 20
CCOc1c(Cl)cc(C2NC(=O)NC(C)=C2C(=O)NCc2ccccc2)cc1OC (centres undefined) | -9 | 50*
Cc1ccc(C2CC(c3cccs3)=NN2C(=O)c2ccc(Br)o2)cc1 (centres undefined) | -12 | 29
C=CCn1c(CSCc2ccc(C)cc2)nnc1SCC(=O)NCc1ccccc1 | -3 | 4
CCOC(=O)C1C(=O)C=C(c2ccc(C)cc2)CC1c1ccco1 (centres undefined) | 1 | 19
Cc1ccc(C(C(=O)NC2CCCC2)N(Cc2ccco2)C(=O)CCC(=O)Nc2cc(C)on2)cc1 (centres undefined) | 5 | 0
CCOC(=O)c1sc(C)c2c1NC(C)(c1ccccc1)NC2=O (centres undefined) | -11 | 7
CC(O)(CS(=O)(=O)Cc1ccccc1Cl)C(=O)Nc1cccc(C(F)(F)F)c1 (centres undefined) | -4 | 11
Cc1ccc(NC(=O)CSc2nnc(CN3CCOCC3)n2-c2ccccc2)cc1 | -8 | 0
Cc1ccc2c(n1)sc1c(N)ncnc12 | -6 | -4
Cc1ccc(C2CC2C(=O)NNC(=S)Nc2cccc(Cl)c2)cc1 (centres undefined) | -3 | 2

Ordered by value in esBAF inh (falling): some entries from above
| Structure | esBAF inh |
| --- | --- |
| Cc1ccccc1C(=O)Nc1ccc(Cl)cn1 | 25 |
| O=S(=O)(NCc1cccnc1)c1cccs1 | 3 |
| O=C(Nc1nc2ccccc2[nH]1)c1ccccc1F | -80 |

Later entries:
Structure | RAD54 branch | esBAF inh
Cc1cc(C)c2c(N=NN(C)C)[nH]nc2n1 | -6 | -7
CCn1c(=O)cc(OCC(=O)Nc2ccc(C)cn2)c2ccccc21 | -6 | 9
CCN1CCN(c2nc3ccccc3nc2C(C#N)S(=O)(=O)c2ccc(C)cc2)CC1 (centres undefined) | 2 | 0
CC(=O)Oc1cccc(N2C(=O)C3C4C=CC(C4=C(C)C)C3C2=O)c1 (centres undefined) | -2 | -2
CCn1c2ccccc2c2nnc(SCC(=O)NCCOC)nc21 | 1 | -4
COc1ccccc1C(=O)NC(CCSC)C(=O)NCC(c1ccco1)N(C)C (centres undefined) | 3 | -6
N#CCCn1cc(/C=N/NC(=O)c2ccncc2)c(-c2ccccc2)n1 | 2 | -2
Cc1ccc2[nH]c(=O)c(CN(Cc3nnnn3Cc3ccccc3)C3CCCC3)cc2c1 | 7 | 7
